TSHR antag = Antagonists of the Thyroid Stimulating Hormone Receptor: HTS campaign. TSHR-expressing cells, TSH-stimulated cAMP HTRF, 2 h; active compounds read low. Thyrotropin receptor (Homo sapiens), P16473. 0.2% of 330,000 active. activity change, negative = inhibition, % at 11.5 µM;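 active = activity change below a set negative limit, meaning inhibition stronger than a set level, cut at about -70% in these data; inconclusive = activity change between two set negative limits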; also: % is scaled to controls: 0 for no effect and ±100 for the full control effect
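TSHR-expressing cells were treated with compounds, then stimulated with TSH at EC80 (4nM final) for 2 hours at 37 deg C. Cellular cAMP was measured by HTRF competition between lysate cAMP and cAMP-d2 for a cryptate-labelled anti-cAMP antibody.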
MLL CXXC-DNA inh = qHTS Fluorescence Polarization Assay for Inhibitors of MLL CXXC domain - DNA interaction. Histone-lysine N-methyltransferase 2A (Homo sapiens), Q03164. MLL-CXXC / FITC-HOXA9 DNA fluorescence polarization. Potency, µM (top dose mostly 115 µM), inactives show at the top dose activity change, negative = inhibition, hits mostly inhibitors. 0.037% of 290,000 active. AID 2662, 2010; active = well fitted inhibition curve with a large enough effect in the polarisation, with a control signal flat, not every such curve was filed as active; inconclusive = small, poorly fitted or top-dose-only effect, or effect the other way, or a change in a side signal; inactive = no such curve, though single readings can be large or run the other way; the % refers to the polarisation; also: potency is read from the fitted curve at half-maximal effect
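Steps: dispense CXXC domain solution (7 uM) → pin compounds or unlabeled HOX-A9 DNA control → 5 min ambient → add FLSN-HOX-A9 solution (50 nM) → spin → 30 min ambient → fluorescence polarization. Tris pH 7.5/NaCl/DTT/BSA buffer.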
Coupling enz = qHTS Assay for Inhibitors of Fructose-1,6-bisphosphate Aldolase from Giardia Lamblia: Coupling assay counterscreen; coupling enzyme system counterscreen, AmpLite Red fluorescence; activity change, negative = inhibition, % at 58.2 µM, hits read low; 0.67% of 290,000 active; in the data active = activity change below about -30%; also: % is scaled to controls: 0 for no effect and ±100 for the full control effect
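First, compound is pin-transferred into glyceraldehyde-3-phosphate coupling-enzyme reagent at 57.5 uM final and held 10 min at RT. Next, substrate, coupling system and AmpLite Red are added. After 20 min RT, fluorescence (525/598 nm) is read.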
BCR signal inh = qHTS Assay to Find Inhibitors of Chronic Active B-Cell Receptor Signaling; ABC-DLBCL IkBa-CBG/CBR reporter, luminescence ratio, 4 h; Potency, µM (top dose mostly 46.1 µM), without a hit: at the highest dose ratio change, negative = lower green/red ratio, usual class: inhibitors; 0.05% of 340,000 active; active = well fitted inhibition curve with a large enough effect in the signal ratio, with a control signal flat, not every such curve was filed as active; inconclusive = small, poorly fitted or top-dose-only effect, or effect the other way, or a change in a side signal; the % refers to the signal ratio;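 also: potency is read from the fitted curve at half-maximal effect; plate controls were basal doxycycline-induced cells for no effect and cells given 10 µM MG132 for full effect; MG132 reads +100%, hits lower the ratio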
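Doxycycline induced both beetle luciferases in TMD8 lymphoma cells; IKK-driven degradation limits the IkappaBalpha-fused green signal, while red luminescence normalises for cell number and nonspecific effects. Compounds tested up to 46 uM, 4 hrs.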
Giardia kill = Small Molecules that selectively kill Giardia lamblia: qHTS | Giardia lamblia trophozoite viability | AID 540267, 2011 | activity change, % at 7.66 µM, hits read low | 0.15% of 340,000 active; in the data active = activity change below about -80%; inconclusive = between about -30% and that limit;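 also: parasites exposed to compound for two days anaerobically before the ATP read; % is scaled to controls: 0 for no effect and ±100 for the full control effect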
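Viability, read as ATP luminescence: trophozoites at 100 cells/well, compound added, 48 hrs anaerobic at 37 deg C, then 15-30 min room-temperature development before reading.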
KCNH2 WT inh = qHTS for Inhibitors of KCHN2 3.1: Wildtype qHTS. 0.37% of 340,000 active. U2OS, BacMam KCNH2, thallium flux FluxOr; active compounds read low. activity change, % at 1.84 µM. AID 720551, 2013. Voltage-gated inwardly rectifying potassium channel KCNH2 (Homo sapiens), Q12809;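 active = maximum activity change below -70%; inconclusive = maximum activity change between -70% and -50%; inactive = maximum activity change above -50%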; also: % is scaled to controls: 0 for no effect and ±100 for the full control effect
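U2OS cells were transduced with wild-type KCNH2 virus (2.03 x 10^8 / mL) for 4 h at room temperature, then cultured overnight at 37 C. Thallium flux was read with FluxOr dye. Rate constants were normalized to DMSO controls.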
Tb PFK block = qHTS Assay to Find Inhibitors of T. brucei phosphofructokinase; T. brucei PFK, ADP-Glo luminescence; ATP-dependent 6-phosphofructokinase (Trypanosoma brucei brucei), O15648; 0.17% of 330,000 active; Potency, µM (highest dose often 57.5 µM), for inactives: at the highest dose activity, negative = inhibition, hits mostly inhibitors; AID 485367, 2010;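 also: potency is read from the fitted curve at half-maximal effect; 0% = uninhibited 1x PFK enzyme wells and -100% = no-enzyme wells; nearly all actives have a fitted effect of over 60% in size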
Target sequence (O15648 whole entry, looked up): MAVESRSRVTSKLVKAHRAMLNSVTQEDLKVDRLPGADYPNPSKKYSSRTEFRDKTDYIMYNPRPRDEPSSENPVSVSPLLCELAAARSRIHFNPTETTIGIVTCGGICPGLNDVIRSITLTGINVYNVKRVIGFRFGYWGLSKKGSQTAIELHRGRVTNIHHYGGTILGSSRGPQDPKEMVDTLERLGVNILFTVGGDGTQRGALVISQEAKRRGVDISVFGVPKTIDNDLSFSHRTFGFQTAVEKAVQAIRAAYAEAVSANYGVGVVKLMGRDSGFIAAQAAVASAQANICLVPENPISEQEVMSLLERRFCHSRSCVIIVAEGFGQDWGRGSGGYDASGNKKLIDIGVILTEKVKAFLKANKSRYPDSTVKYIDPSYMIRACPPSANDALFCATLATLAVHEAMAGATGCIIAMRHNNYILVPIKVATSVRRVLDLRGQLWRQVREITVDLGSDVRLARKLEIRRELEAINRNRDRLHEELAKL
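In TEA buffer at pH 8.0 with 5 mM MgCl2, enzyme (1.25 nM) converted F6P (0.5 mM) and ATP (0.1 mM) for 45 min at room temperature. ADP product was read by luciferase luminescence.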
GALK inhibitor = qHTS Assay for Inhibitors of Human Galactokinase (GALK); Potency, µM (top dose mostly 57.5 µM), for the others: at the top dose activity change, negative = inhibition, most hits filed as inhibitors; Purified GALK, Kinase-Glo residual ATP luminescence; 0.007% of 270,000 active; P51570; also: potency is read from the fitted curve at half-maximal effect; % is scaled to controls: 0 for no effect and ±100 for the full control effect
Target sequence (P51570 whole entry, looked up): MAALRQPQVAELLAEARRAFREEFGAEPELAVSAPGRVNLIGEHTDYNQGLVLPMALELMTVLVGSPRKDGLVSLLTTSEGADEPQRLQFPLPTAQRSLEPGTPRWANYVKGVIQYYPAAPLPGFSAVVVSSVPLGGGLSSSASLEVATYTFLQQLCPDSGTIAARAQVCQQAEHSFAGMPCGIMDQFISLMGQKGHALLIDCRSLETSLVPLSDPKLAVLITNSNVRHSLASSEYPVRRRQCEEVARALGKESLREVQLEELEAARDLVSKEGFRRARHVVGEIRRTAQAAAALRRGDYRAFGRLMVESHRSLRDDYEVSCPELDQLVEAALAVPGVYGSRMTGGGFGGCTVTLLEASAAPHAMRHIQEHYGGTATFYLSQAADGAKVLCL
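ATP-depletion format; final 35 uM ATP, 100 uM D-galactose, 5 nM enzyme; pH 8.0 HEPES/Mg2+ buffer; 60 min RT; luminescence read 10 min after detection reagent.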
AT treatment = qHTS Assay for Identifying a Potential Treatment of Ataxia-Telangiectasia. Potency, µM (top dose mostly 57.5 µM), for inactives: at the top dose activation, most hits filed as activators. […] A-T fibroblasts, KAP-1 phosphorylation AlphaLISA; neocarzinostatin DNA damage 30 min before lysis. 0.19% of 320,000 active. AID 485349, 2010; also: potency is read from the fitted curve at half-maximal effect; % of control where 0% means no effect; nearly all actives have a fitted effect of over 45% in size
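ATM-like activity read as KAP-1 phosphorylation via AlphaLISA donor/acceptor antibody pairs after lysis and 6 hr at 25C. Cells were ATM-null patient fibroblasts ([…], hTERT), dosed 60 min, then exposed to the DSB inducer NCS for 30 min.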
TCR act = Activators of T cell receptors: qHTS campaign | primary human leukocytes, anti-CD3, IL-2 HTRF, 48 h | Potency, µM (doses to about 9.22 µM), for inactives: at the top dose activation of IL-2 secretion, actives largely listed as activators | 330,000 tested, under 10 active | AID 504894, 2011; also: % of control where 0% means no effect
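Activity was scored as IL-2 release from primary human leukocytes given only a TCR signal (a-CD3 beads) plus compound for 48 hr. Detection used a two-antibody HTRF format read at 665nm.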
An asterisk follows results filed as active; ? = inconclusive; / = no result given; [ ] = remark or other dose. Unless noted, calls follow the shape of the dose curve; as a rule, active = well fitted curve in the direction sought with a large enough effect; inconclusive = small, poorly fitted or top-dose-only effect, or another doubt; inactive = no such curve, though single readings can be large; an effect the other way counts as inactive or inconclusive.

#	SMILES	TSHR antag	MLL CXXC-DNA inh	Coupling enz	BCR signal inh	Giardia kill
1	CC(C)c1ccc(Nc2nc(Cl)nc(NCc3ccco3)n2)cc1	0.6	10.5%	-2.7	?	0.2
2	Cc1cc(=O)cc(C)[nH]1	3.0	-0.5%	0.2	-0.9%	-8.3
3	O=S(=O)(c1c(Cl)sc(Cl)c1Br)N1CCCC1	-12.4	-4.2%	-0.8	?	-2.4
4	Clc1cccc(C2CCN(Cc3nc(COc4ccccc4)no3)C2)c1 (stereo not drawn)	-5.9	-6.6%	-1.5	7.5%	-1.7
5	Cc1ccc(S(=O)(=O)NCCC(=O)N2CCCCC2)cc1	0.0	-3.1%	0.3	2.2%	/
6	COc1ccc(CN2CCN(C(=O)c3cccs3)CC2)cc1	4.1	-9.6%	-0.6	-2.3%	22.1
7	O=C(Nc1cccc2c1CCCC2)C1CCCN(S(=O)(=O)c2cccc3nonc23)C1 (stereo not drawn)	/	6.1%	3.0	/	29.1
8	c1ccc2c(c1)ncn2-c1ccc(-c2ccnc3ncnn23)cc1	-6.3	1.3%	-0.6	?	-6.9
9	COCCNC(=O)c1nn2c(C(F)(F)F)cc(-c3ccccc3)nc2c1Cl	-1.4	-13.5%	0.5	2.6%	-25.1
10	COc1cc(/C=C2\SC(=Nc3ccc(N4CCOCC4)cc3)N(C)C2=O)ccc1OC(C)C(=O)O (stereo not drawn)	1.5	12.8%	1.5	2.6%	3.9
11	CCOc1ccc(Br)cc1C(=O)N/N=C/c1cccc(C)n1	9.1	3.5%	3.7	-1.3%	6.4
12	Oc1cccc(/C=N/n2c(C3CCCCC3)n[nH]c2=S)c1	-14.1	-0.5%	0.0	-2.1%	-5.6
13	Cn1cnc(S(=O)(=O)NC2CCN(Cc3ccccc3)CC2)c1	24.7	44.7%[activator]	-1.2	-2.6%	-6.4
14	O=C(COc1ccc(F)cc1)N(c1ccccn1)C1CCCCC1	2.8	-6.0%	2.0	3.4%	-7.7
15	COc1ccc(NC(=O)CNC(=O)c2nn(-c3ccc(OC)c(OC)c3)c(=O)c3ccccc23)c(OC)c1	3.1	-1.1%	0.6	?	40.3[activator]

#	KCNH2 WT inh	Tb PFK block	GALK inhibitor	AT treatment	TCR act
1	1.5	0.7%	-4.4%	-13.6%	-0.7%
2	3.0	5.3%	-2.2%	1.0%	2.5%
3	21.1	0.8%	/	3.5%	-5.9%
4	0.9	-4.4%	-0.4%	7.5%	-2.3%
5	/	-6.9%	0.2%	7.4%	/
6	9.4	-0.7%	0.0%	-0.9%	-4.8%
7	-5.0	/	3.4%	/	-4.9%
8	10.9	-0.5%	3.7%	1.1%	4.6%
9	7.6	-1.7%	-1.5%	2.1%	/
10	-2.6	0.2%	0.2%	-13.6%	9.7%[46.1 µM]
11	-2.6	-3.0%	4.2%	-7.4%	-5.0%
12	-13.6	-13.8%	/	-25.7%	2.9%
13	1.2	14.5%	0.2%	-0.2%	5.5%
14	-7.5	-3.1%	/	5.6%	10.5%[46.1 µM]
15	3.6	-0.5%	-0.5%	-2.0%	-15.0%

Arranged by SMILES length (low to high): some entries from above
#	SMILES	TSHR antag	MLL CXXC-DNA inh	Coupling enz	BCR signal inh	Giardia kill
2	Cc1cc(=O)cc(C)[nH]1	3.0	-0.5%	0.2	-0.9%	-8.3
3	O=S(=O)(c1c(Cl)sc(Cl)c1Br)N1CCCC1	-12.4	-4.2%	-0.8	?	-2.4
12	Oc1cccc(/C=N/n2c(C3CCCCC3)n[nH]c2=S)c1	-14.1	-0.5%	0.0	-2.1%	-5.6
1	CC(C)c1ccc(Nc2nc(Cl)nc(NCc3ccco3)n2)cc1	0.6	10.5%	-2.7	?	0.2
4	Clc1cccc(C2CCN(Cc3nc(COc4ccccc4)no3)C2)c1 (stereo not drawn)	-5.9	-6.6%	-1.5	7.5%	-1.7
7	O=C(Nc1cccc2c1CCCC2)C1CCCN(S(=O)(=O)c2cccc3nonc23)C1 (stereo not drawn)	/	6.1%	3.0	/	29.1

#	KCNH2 WT inh	Tb PFK block	GALK inhibitor	AT treatment	TCR act
2	3.0	5.3%	-2.2%	1.0%	2.5%
3	21.1	0.8%	/	3.5%	-5.9%
12	-13.6	-13.8%	/	-25.7%	2.9%
1	1.5	0.7%	-4.4%	-13.6%	-0.7%
4	0.9	-4.4%	-0.4%	7.5%	-2.3%
7	-5.0	/	3.4%	/	-4.9%

Remaining list, next part.
#	SMILES	TSHR antag	MLL CXXC-DNA inh	Coupling enz	BCR signal inh	Giardia kill
16	Cc1cc(=O)n2nc(N3CCCC(C(=O)N4CCOCC4)C3)sc2n1 (stereo not drawn)	13.0	-5.4%	1.2	-1.4%	-2.6
17	O=C(O)C1CCc2sc3[nH]c(=S)n(-c4ccccc4)c(=O)c3c21 (stereo not drawn)	-2.5	-7.5%	0.8	-0.1%	-23.8
18	O=C(Nc1nnc(SCC(=O)N2CCOCC2)s1)C1CC(=O)N(c2ccc(F)cc2)C1 (stereo not drawn)	6.2	-2.8%	/	?	-8.8
19	Fc1cccc(Cl)c1CNCCCSc1ncccn1	-5.3	1.4%	-2.6	10.1%	7.1
20	O=C(CNC(=O)c1ccco1)NCC(=O)OCc1cccc(C(=O)Oc2ccccc2)c1	-1.5	54.2%[activator]	5.2	?	-1.6
21	CC1(C)Cc2nc3sc4c(OCc5ccccc5)ncnc4c3cc2CO1	-10.1	-2.1%	-0.8	3.8%	11.5
22	CCCCC(=O)Nc1nnc(S(=O)(=O)N(C)Cc2ccco2)s1	-2.5	12.3%	/	-0.2%	-12.0
23	CN(C(=O)COC(=O)C1CCN(S(=O)(=O)c2ccc3c(c2)OCCO3)CC1)c1ccccc1	7.4	/	/	-10.5%	-8.1

#	KCNH2 WT inh	Tb PFK block	GALK inhibitor	AT treatment	TCR act
16	-10.1	0.5%	0.1%	-3.2%	-1.2%
17	4.9	-1.1%	6.9%	1.7%	2.2%
18	16.4	-0.1%	-1.4%	5.1%	-5.9%
19	-4.2	1.4%	/	14.2%	-8.6%
20	6.4	?	0.7%	-13.4%	4.6%
21	7.6	-1.4%	-4.8%	4.5%	/
22	8.8	-6.8%	6.1%	0.1%	-15.7%
23	-3.3	1.4%	/	1.2%	-0.5%

From entry 19 up to 20, copied from above:
#	SMILES	TSHR antag	MLL CXXC-DNA inh	Coupling enz	BCR signal inh	Giardia kill
19	Fc1cccc(Cl)c1CNCCCSc1ncccn1	-5.3	1.4%	-2.6	10.1%	7.1
20	O=C(CNC(=O)c1ccco1)NCC(=O)OCc1cccc(C(=O)Oc2ccccc2)c1	-1.5	54.2%[activator]	5.2	?	-1.6

#	KCNH2 WT inh	Tb PFK block	GALK inhibitor	AT treatment	TCR act
19	-4.2	1.4%	/	14.2%	-8.6%
20	6.4	?	0.7%	-13.4%	4.6%
